High-throughput results (PubChem)
Shiga toxin inh: blocks Shiga toxin action in Vero cells; AID 2315; Vero cells, Shiga toxin protein synthesis inhibition reporter; 290,000 compounds, 9.2% hits; inhibition, % at 38.7 µM; in the data active = inhibition mostly above about 28%, no sharp cut-off; inactive = mostly below about 43%; note: 0% is about no effect
AmpC inh no detg: AmpC beta-lactamase inhibition without detergent | Potency, µM (highest dose often 57.1 µM), for inactives: at the top dose activity change, negative = inhibition, actives largely listed as inhibitors | 330,000 compounds, 0.52% hits | AmpC nitrocefin hydrolysis, absorbance 480 nm, 0.0001% Triton | AID 485341;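 note: potency is the fitted concentration of half-maximal effect; plate controls were no compound for no effect and no enzyme for full effect; nearly all actives have a fitted effect of over 20% in size; some results filed as inactive show a strong effect at the top dose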
Target sequence (P00811 whole entry, looked up): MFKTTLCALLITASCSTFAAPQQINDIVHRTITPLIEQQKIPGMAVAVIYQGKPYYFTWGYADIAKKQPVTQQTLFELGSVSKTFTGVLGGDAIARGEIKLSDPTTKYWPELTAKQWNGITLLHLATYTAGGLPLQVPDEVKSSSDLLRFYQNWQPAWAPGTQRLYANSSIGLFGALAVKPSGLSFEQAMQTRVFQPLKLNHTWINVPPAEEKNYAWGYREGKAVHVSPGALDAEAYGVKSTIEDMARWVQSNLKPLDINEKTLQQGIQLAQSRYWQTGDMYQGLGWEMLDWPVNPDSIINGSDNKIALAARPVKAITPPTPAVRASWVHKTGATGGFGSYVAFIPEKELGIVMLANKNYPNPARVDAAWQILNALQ
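20 mM phosphate pH 7.0 + 0.01% (detergent screen) or 0.0001% Triton X-100; 5.3 nM AmpC reagent; cpd preinc 15 min RT; nitrocefin (800 uM stock) to start; A480 q20 s × 4 min; Activity was normalised to no-enzyme and no-compound control wells.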
AmpC inh detg: AmpC beta-lactamase inhibition with detergent present; P00811; AmpC hydrolysis of nitrocefin, absorbance 480 nm, 0.01% Triton; Potency, µM (top dose mostly 114 µM), inactives show top-dose activity change, negative = inhibition, hits mostly inhibitors; 370,000 compounds, 0.041% hits; AID 485294;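 note: potency is the fitted concentration of half-maximal effect; 0% = no-compound wells and -100% = no-enzyme wells; nearly all actives have a fitted effect of over 25% in size; some results filed as inactive show a strong effect at the top dose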
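20 mM phosphate pH 7.0 + 0.01% (detergent screen) or 0.0001% Triton X-100; 5.3 nM AmpC reagent; cpd preinc 15 min RT; nitrocefin (800 uM stock) to start; A480 q20 s × 4 min; Activity was normalised to no-enzyme and no-compound control wells.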
AMA1-RON2 inh: disrupts binding of P. falciparum AMA1 to RON2; AlphaScreen AMA1-biotinylated RON2 peptide binding; Potency, µM (series often up to 58.2 µM), inactives show at the highest dose activity change, negative = inhibition, most hits filed as inhibitors; 360,000 compounds, 0.2% hits; AID 720542;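 note: potency is the fitted concentration of half-maximal effect; 0% = vehicle wells and -100% = peptide control; nearly all actives have a fitted effect of over 45% in size; some results filed as inactive show a strong effect at the top dose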
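AMA1 (3D7) with his tag at 25 nM final met compounds first, then biotinylated RON2 peptide at 25 nM; detection used donor plus acceptor beads, 10 µg/mL apiece, read by AlphaScreen after 30 min at room temperature.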
Cycloheximide cs: counter-screen for Shiga toxin inhibitors: cycloheximide protein synthesis inhibition; max response, %; AID 2314; 300,000 compounds, 12% hits; cell reporter, cycloheximide protein synthesis inhibition counterscreen; in the data active = max response mostly above about 13%, no sharp cut-off; inactive = mostly below about 14%; note: read at 38.3 µM for the half of the compounds with a filed dose; 0% is about no effect
FBPA Giardia inh: blocks Giardia fructose-bisphosphate aldolase activity; AID 2451; Potency, µM (doses to about 59.6 µM), for inactives: at the top dose activity, negative = inhibition, hits mostly inhibitors; purified Giardia FBPA; 290,000 compounds, 0.71% hits; note: potency is the fitted concentration of half-maximal effect; % is set by controls: 0 for no effect and ±100 for the full control effect; nearly all actives have a fitted effect of over 55% in size
Target sequence (A8B2U2 whole entry, looked up): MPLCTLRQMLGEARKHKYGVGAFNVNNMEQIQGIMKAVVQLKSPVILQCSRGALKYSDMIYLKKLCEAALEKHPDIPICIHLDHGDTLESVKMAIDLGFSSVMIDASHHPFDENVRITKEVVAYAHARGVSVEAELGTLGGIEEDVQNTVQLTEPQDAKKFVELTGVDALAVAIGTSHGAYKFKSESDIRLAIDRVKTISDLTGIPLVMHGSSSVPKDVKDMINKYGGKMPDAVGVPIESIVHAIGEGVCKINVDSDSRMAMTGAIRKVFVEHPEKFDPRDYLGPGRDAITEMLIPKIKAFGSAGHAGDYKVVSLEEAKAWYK
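Giardia FBPA (40 nM reagent) was preincubated 10 min at RT with compound (up to 57.5 uM final), then substrate plus GAPDH/TPI/NAD/arsenate coupling system with diaphorase/resazurin was added; resorufin fluorescence (525/598 nm) was read after 20 min.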
HCMV antiviral: human cytomegalovirus inhibition | HFF cells, HCMV-luciferase reporter, 72 h; active compounds read low | activity change, negative = inhibition, % at 57.5 µM | 410,000 compounds, 4.5% hits | AID 1259415; in the data active = activity change below about -60%; inconclusive = no clear call, values can overlap the other calls; inactive = above about -39%; note: % is set by controls: 0 for no effect and ±100 for the full control effect
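Luciferase read-out from HCMV-luciferase-infected HFFs (MOI 1 PFU/cell) 72 h post infection at 37C; compounds added after 16 h cell attachment; activity normalized between buffer-only basal and Salinomycin (10uM) inhibitor controls.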
The depositor's hits bear a star; & = joins results of further samples; [ ] = remark or other dose. Unless noted, calls come from the whole dose curve; as a rule, active = well fitted curve in the direction sought with a large enough effect; inconclusive = small, poorly fitted or top-dose-only effect, or another doubt; inactive = no such curve, though single readings can be large; an effect the other way counts as inactive or inconclusive. Random draw from the library; 16% or so of the library scored in one or more.

For CCCCCCC(N)CC(=O)O (stereo not given) the results were Shiga toxin inh -3, AmpC inh no detg -15%, AmpC inh detg inconclusive, AMA1-RON2 inh -5%, Cycloheximide cs -2, FBPA Giardia inh 2% and HCMV antiviral 9.
For CC(Oc1ccc(-c2ccccc2)c(F)c1)c1ccn(S(=O)(=O)c2ccc(Cl)cc2)n1 (stereo not given) the results were Shiga toxin inh 1, AmpC inh no detg -6%, AmpC inh detg -1%, AMA1-RON2 inh 1%, Cycloheximide cs 2, FBPA Giardia inh 1% and HCMV antiviral 18.
For COc1ccc(NC(=O)CSc2nc3ccc(Nc4nc(N5CCOCC5)nc(N5CCOCC5)n4)cc3s2)cc1 the results were Shiga toxin inh -11, AmpC inh no detg -49%, AmpC inh detg -6%, AMA1-RON2 inh 1%, Cycloheximide cs -2 and HCMV antiviral inconclusive.
Screening Cc1ccccc1C(=O)NC(=S)Nc1ccccc1[N+](=O)[O-] returned Shiga toxin inh 32, AmpC inh no detg -3%[2.29 µM], AmpC inh detg -8%, AMA1-RON2 inh -2%, Cycloheximide cs 10 and FBPA Giardia inh -28%.
Screening CCCc1nc2sc3ccccc3c(=O)c2c(=O)n1Cc1ccc(OC)cc1 returned Shiga toxin inh 26, AmpC inh no detg -15%, AmpC inh detg -8%, AMA1-RON2 inh -20%, Cycloheximide cs -1, FBPA Giardia inh 2% and HCMV antiviral -9.
For O=C(Nc1cccc(S(=O)(=O)N2CCOCC2)c1)c1cc2c(s1)CCC2 the results were Shiga toxin inh -12, AmpC inh no detg -24%, AmpC inh detg 3%, AMA1-RON2 inh -1%, Cycloheximide cs -2, FBPA Giardia inh -7% and HCMV antiviral -28.
CC#CC(=O)N1CCCC(C(=O)c2ccc(SC)cc2)C1 (stereo not given) was read as Shiga toxin inh 2, AmpC inh no detg 2%, AmpC inh detg -12%, AMA1-RON2 inh 13%, Cycloheximide cs -3, FBPA Giardia inh 1% and HCMV antiviral 8.
Screening NC(=O)/C=C\C(=O)Nc1cccc(C(F)(F)F)c1 returned Shiga toxin inh 16, AmpC inh no detg -14%, AmpC inh detg -1%, AMA1-RON2 inh 3%, Cycloheximide cs 13, FBPA Giardia inh 4% and HCMV antiviral -39.
`Clc1ccc(OCc2nn3c(C4CCCCC4)nnc3s2)cc1` gave Shiga toxin inh -6, AmpC inh no detg 40%, AmpC inh detg 1%, AMA1-RON2 inh -1%, Cycloheximide cs -2, FBPA Giardia inh 5% and HCMV antiviral 51.
For Cc1ccc(C(C(=O)NC(C)(C)C)N(Cc2ccccc2)C(=O)c2snc(C(N)=O)c2N)o1 (stereo not given) the results were Shiga toxin inh -7, AmpC inh no detg 7%, AmpC inh detg inconclusive, AMA1-RON2 inh 0%, Cycloheximide cs -2, FBPA Giardia inh -5% and HCMV antiviral inconclusive.
COc1ccc(S(=O)(=O)N(CCc2ccccc2)CC(=O)NCCCO)cc1 was read as Shiga toxin inh -4, AmpC inh no detg 39%, AmpC inh detg -15%, AMA1-RON2 inh -2%, Cycloheximide cs 10, FBPA Giardia inh 4% and HCMV antiviral 29.
CCOc1ccc(-c2nc(C#N)c(NCc3ccc4c(c3)OCO4)o2)cc1 was read as Shiga toxin inh 2, AmpC inh no detg -46%, AmpC inh detg -10%, AMA1-RON2 inh -12%, Cycloheximide cs 20, FBPA Giardia inh 5% and HCMV antiviral -5.
O=C(OCC(=O)N1CCN(c2ccccc2)CC1)c1cc(Cl)ccc1[N+](=O)[O-] was read as Shiga toxin inh -6, AmpC inh no detg 22%, AmpC inh detg 4%, AMA1-RON2 inh inconclusive, Cycloheximide cs 10 and HCMV antiviral -3.
Screening COc1ccc(N2CC(C(=O)Nc3cc(C(F)(F)F)ccc3N3CCCC3)CC2=O)c(OC)c1 (stereo not given) returned AmpC inh no detg 191%[activator], AmpC inh detg -17%, AMA1-RON2 inh -6% and HCMV antiviral inconclusive.
Cc1cccc(C(=O)c2cnc3ccccc3c2-c2ccccc2)c1 was read as Shiga toxin inh -9, AmpC inh no detg -28%, AmpC inh detg -1%, AMA1-RON2 inh -6%, Cycloheximide cs 5, FBPA Giardia inh -2% and HCMV antiviral inconclusive.
For O=c1ccc2cc3c([nH]c4ccc(Br)cc43)oc-2c1O the results were Shiga toxin inh -20, AmpC inh no detg -54%, AmpC inh detg -8%, Cycloheximide cs 0, FBPA Giardia inh 14µM* and HCMV antiviral 58.
`Cc1nc(-c2ccc(C(=O)Nc3cccc(F)c3)cc2)cs1` gave Shiga toxin inh 18*, AmpC inh no detg 64%[activator], AmpC inh detg -17%, AMA1-RON2 inh 12%, Cycloheximide cs 17*, FBPA Giardia inh -6% and HCMV antiviral 24.
Screening CC1(C(=O)OCC(=O)NC(=O)NCc2ccccc2)CC1(Cl)Cl (stereo not given) returned Shiga toxin inh -2, AmpC inh no detg -21%[11.4 µM], AmpC inh detg -8%, AMA1-RON2 inh -6%, Cycloheximide cs 11, FBPA Giardia inh -8% and HCMV antiviral 0.
For Cc1ccc(S(=O)(=O)N2CCC(C(=O)N3CCC[C@H]3C(=O)NCc3ccco3)CC2)cc1 the results were Shiga toxin inh 23, AmpC inh no detg 5%, AmpC inh detg -18%, AMA1-RON2 inh 0%, Cycloheximide cs -3, FBPA Giardia inh 2% and HCMV antiviral -37.
`O=C1C(=O)N(Cc2cccnc2)C(c2cccc(O)c2)/C1=C(\O)c1ccc2c(c1)OCCO2` (stereo not given) gave Shiga toxin inh 74*, AmpC inh no detg -16%, AmpC inh detg -12%, AMA1-RON2 inh 9%, Cycloheximide cs 25*, FBPA Giardia inh 4% and HCMV antiviral 5.
`O=C(CSc1nccc(=O)[nH]1)Nc1ccc(Br)c(Cl)c1` gave Shiga toxin inh -20, AmpC inh no detg -45%, AmpC inh detg -7%, AMA1-RON2 inh 0%, Cycloheximide cs -2, FBPA Giardia inh 18% and HCMV antiviral 6.
CCCC(=O)Nc1nnc(Sc2ccc(N(C)C)cc2)s1 was read as Shiga toxin inh 5, AmpC inh no detg -23%, AmpC inh detg inconclusive, AMA1-RON2 inh -15%, Cycloheximide cs -2, FBPA Giardia inh 16% and HCMV antiviral -20.
For Cc1cccc(C)c1OCC(O)CN1CCN(c2ccccc2)CC1 (stereo not given) the results were Shiga toxin inh 23, AmpC inh no detg 56%, AmpC inh detg -1%, AMA1-RON2 inh 2%, Cycloheximide cs -6, FBPA Giardia inh -9% and HCMV antiviral 15.
For Cc1cc2cc3c(cc2nc1SCc1ccc(C(=O)O)cc1)OCCO3 the results were Shiga toxin inh -8, AmpC inh no detg -9%, AmpC inh detg 1%, AMA1-RON2 inh -10%, Cycloheximide cs 5, FBPA Giardia inh 3% and HCMV antiviral 20.
`Cc1cccc(NC(=O)CCS(=O)(=O)c2ccc(Cl)cc2)c1` gave Shiga toxin inh -7, AmpC inh no detg -32%, AmpC inh detg 1%, AMA1-RON2 inh -11%, Cycloheximide cs -6, FBPA Giardia inh -7% and HCMV antiviral 0.
Screening C/C(=N\OCC(=O)Nn1c(C)nc2ccccc2c1=O)c1ccccc1 returned Shiga toxin inh -11, AmpC inh no detg -8%, AmpC inh detg inconclusive, AMA1-RON2 inh 2%, Cycloheximide cs -5, FBPA Giardia inh 14% and HCMV antiviral 24.
`NC(=O)c1ccccc1NC(=O)c1cc(S(=O)(=O)N2CCCCC2)ccc1N1CCOCC1` gave AmpC inh no detg 19%, AmpC inh detg -10%, AMA1-RON2 inh 1% and HCMV antiviral -16.
CCN(CC)CCCN1C(=O)C(=O)/C(=C(/O)c2ccc(C)cc2)C1c1ccccn1 (stereo not given) was read as Shiga toxin inh 8, AmpC inh detg -6%, AMA1-RON2 inh 21%, Cycloheximide cs -3, FBPA Giardia inh 3% and HCMV antiviral 34.
Screening CCc1ccccc1NC(=O)Cn1cccc1C1=NC(c2ccccc2)CO1 (stereo not given) returned Shiga toxin inh 14, AmpC inh no detg -29%, AmpC inh detg -8%, AMA1-RON2 inh inconclusive, Cycloheximide cs -3, FBPA Giardia inh 1% and HCMV antiviral -12.
Screening Cc1ccc(NC(=O)c2ccc3ncsc3c2)cc1S(=O)(=O)N(C)C returned Shiga toxin inh 146*, AmpC inh no detg inconclusive, AmpC inh detg -4%, Cycloheximide cs 70*, FBPA Giardia inh -9% and HCMV antiviral 133.
`Cc1ccc(C(=O)Nc2ccc(F)cc2F)o1` gave Shiga toxin inh 34, AmpC inh no detg -10%, AmpC inh detg 3%, AMA1-RON2 inh -5%, Cycloheximide cs 44*, FBPA Giardia inh -4% and HCMV antiviral -40.
COc1cc(C(=O)O/N=C(\N)c2ccc([N+](=O)[O-])cc2)cc(OC)c1OC was read as Shiga toxin inh -5, AmpC inh no detg -11%, AmpC inh detg -14%, AMA1-RON2 inh -6%, Cycloheximide cs -3, FBPA Giardia inh 5% and HCMV antiviral 0.
Screening Cc1ccc(S(=O)(=O)N2CCCC2CNC(=O)c2ccc3c(c2)OCO3)cc1 (stereo not given) returned AmpC inh no detg -25%, AmpC inh detg 0%, AMA1-RON2 inh -7% and HCMV antiviral 8.
Screening CC(C)c1cc(C(F)(F)F)n2nc(C(=O)O)cc2n1 returned Shiga toxin inh -21, AmpC inh no detg -27%, AmpC inh detg inconclusive, AMA1-RON2 inh -4%, Cycloheximide cs -3, FBPA Giardia inh -4% and HCMV antiviral 30.
Screening COc1ccc(CN2CCNC(=O)C2CC(=O)N2CCCN(C(C)=O)CC2)c(OC)c1 (stereo not given) returned Shiga toxin inh -2, AmpC inh no detg -5%, AmpC inh detg -17%, AMA1-RON2 inh 3%, Cycloheximide cs -3, FBPA Giardia inh -30% and HCMV antiviral -33.
`CCN(CC)c1ccc(NC(=O)Cn2ncc3c(C)n(Cc4ccccc4F)c(C)c3c2=O)c(C)c1` gave Shiga toxin inh 10, AmpC inh no detg -12%, AmpC inh detg 15%&0%, AMA1-RON2 inh -16%, Cycloheximide cs 7, FBPA Giardia inh -5% and HCMV antiviral 13&-8.
Screening CC(Sc1sc(=S)sc1SC(C)C(=O)O)C(=O)O (stereo not given) returned Shiga toxin inh -14, AmpC inh no detg -19%, AmpC inh detg -3%, AMA1-RON2 inh 1%, Cycloheximide cs -3, FBPA Giardia inh 2% and HCMV antiviral -16.
For CN(CC(=O)NC1CCCCCC1)S(=O)(=O)c1ccc2c(c1)n(C)c(=O)c(=O)n2C the results were Shiga toxin inh -4, AmpC inh no detg -11%, AmpC inh detg -7%, AMA1-RON2 inh -6%, Cycloheximide cs -4, FBPA Giardia inh -1% and HCMV antiviral -21.
CN(C)C(CNC(=O)c1ccc2c(c1)S(=O)(=O)c1ccccc1C2=O)c1ccco1 (stereo not given) was read as Shiga toxin inh -20, AmpC inh no detg -21%, AmpC inh detg 5%, AMA1-RON2 inh 0%, Cycloheximide cs -5, FBPA Giardia inh 3% and HCMV antiviral -39.
